From PubChem BioAssay
Mtb UGM inh: M. tuberculosis UGM enzyme inhibitors, primary screen, biochemical, fluorescence polarization, single point | UDP-galactopyranose mutase (Mycobacterium tuberculosis (strain ATCC 25618 / H37Rv)), … | purified UGM, fluorescence polarization probe displacement | inhibition, % at 10 µM | 320,000 compounds, 0.06% hits; in the data active = inhibition above about 10%, passing the limit was not always enough
Target sequence (P9WIQ1 whole entry, looked up): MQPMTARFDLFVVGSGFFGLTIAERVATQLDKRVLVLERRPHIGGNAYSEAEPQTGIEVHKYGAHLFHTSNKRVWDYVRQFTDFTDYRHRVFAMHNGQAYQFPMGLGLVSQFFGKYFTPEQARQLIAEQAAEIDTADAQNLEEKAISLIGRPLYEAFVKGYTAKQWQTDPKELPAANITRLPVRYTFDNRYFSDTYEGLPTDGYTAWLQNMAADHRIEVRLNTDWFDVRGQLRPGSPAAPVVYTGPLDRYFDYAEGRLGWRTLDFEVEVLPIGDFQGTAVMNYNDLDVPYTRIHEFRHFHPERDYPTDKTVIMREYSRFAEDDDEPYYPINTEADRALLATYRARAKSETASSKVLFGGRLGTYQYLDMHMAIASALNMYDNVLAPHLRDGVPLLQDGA
GDH-TPI counter: GDH-TPI coupling enzyme inhibitors, primary screen, artefact control for M. tuberculosis FBA inhibitor project, biochemical, absorbance, full deck | GDH-TPI coupled enzyme counterscreen, NADH absorbance | inhibition, % at 4.8 µM | 360,000 compounds, 1.2% hits; in the data active = inhibition above about 30%;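 also: 0% = DMSO wells and 100% = wells lacking the enzyme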
VHR inh abs: VHR1 phosphatase inhibitors, primary screen, biochemical, absorbance, uHTS. AID 1654, 2009. inhibition, % at 13.3 µM. recombinant VHR phosphatase, pNPP absorbance. 290,000 compounds, 0.52% hits; in the data active = inhibition above about 50%; also: some compounds called inactive have numbers as strong as hits
Target sequence (P51452 whole entry, looked up): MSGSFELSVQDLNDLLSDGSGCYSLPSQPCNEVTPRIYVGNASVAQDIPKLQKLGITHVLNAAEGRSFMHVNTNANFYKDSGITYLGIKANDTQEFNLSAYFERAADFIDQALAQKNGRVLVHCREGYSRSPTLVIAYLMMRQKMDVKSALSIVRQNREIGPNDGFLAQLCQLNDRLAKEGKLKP
MazEF act: activators of E. coli MazEF toxin-antitoxin RNase, primary screen, biochemical, fluorescence, uHTS. FAM/BHQ RNA-DNA oligo cleavage fluorescence, 5 h. activation, % at 20 µM. 350,000 compounds, 0.32% hits. AID 504720, 2011; in the data active = activation above about 50%
Rv3671c protease: Rv3671c serine protease inhibitors, primary screen, biochemical, fluorescence polarization, M. tuberculosis H37Rv | AID 2606, 2010 | 320,000 compounds, 0.048% hits | inhibition, % at 5.96 µM | P9WHR9; in the data active = inhibition above about 38%;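 also: extracellular domain of Rv3671c used as enzyme; 0% = enzyme with DMSO and 100% = no enzyme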
Vc quorum ag: inducers of Vibrio cholerae quorum light production without autoinducers, primary screen, BH1578 luxS cqsA deficient, single point; V. cholerae BH1578 lux reporter, luminescence, 6 h; activation, % at 18.7 µM; 350,000 compounds, 0.16% hits; AID 588436, 2011; in the data active = activation mostly above about 9.7%, no sharp cut-off; also: not every result past the cut was called active; inactives centre near 0; reference of the scale not given here
SSB-PriA inh: inhibitors of Klebsiella pneumoniae PriA binding to SSB C-terminal tail, primary screen, biochemical, AlphaScreen; PriA–SSB C-terminal tail interaction (Klebsiella pneumoniae); AlphaScreen SSBct-PriA binding, biotinylated peptide; inhibition, % at 33 µM; 430,000 compounds, 0.6% hits; AID 1272365, 2023; in the data active = inhibition mostly above about 37%, no sharp cut-off; inactive = mostly below about 20%;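 also: plate controls were negative control peptide for no effect and reference peptide for full effect; strong numbers were not always called active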
FBA Mtb inh: Mtb FBA enzyme inhibitors, primary screen, biochemical, fluorescence, strain H37Rv. Fructose-bisphosphate aldolase (Mycobacterium tuberculosis (strain ATCC 25618 / H37Rv)), …. purified M. tuberculosis FBA, fluorescence read-out. inhibition, % at 1 µM. 360,000 compounds, 2.3% hits; in the data active = inhibition above about 27%;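 also: 0% = vehicle and 100% = reference inhibitor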
Target sequence (P9WQA3 whole entry, looked up): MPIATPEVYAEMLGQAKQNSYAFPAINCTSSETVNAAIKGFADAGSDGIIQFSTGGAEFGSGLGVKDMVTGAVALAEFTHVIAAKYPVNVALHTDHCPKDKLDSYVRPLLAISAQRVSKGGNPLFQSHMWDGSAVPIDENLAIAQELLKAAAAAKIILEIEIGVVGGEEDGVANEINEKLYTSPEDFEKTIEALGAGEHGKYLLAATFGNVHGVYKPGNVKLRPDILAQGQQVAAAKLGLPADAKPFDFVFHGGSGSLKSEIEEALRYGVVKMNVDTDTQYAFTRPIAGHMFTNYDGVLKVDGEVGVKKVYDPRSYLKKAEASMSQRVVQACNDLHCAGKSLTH
BioA inh: M. tuberculosis BioA enzyme inhibitors, primary screen, biochemical, plate reader, single point, HTS; inhibition, % at 9.99 µM; 360,000 compounds, 0.096% hits; purified M. tuberculosis BioA enzyme; in the data active = inhibition above about 40%
3CLpro inhibitor: SARS-CoV 3CLpro protease inhibitors, primary screen, biochemical, quenched FRET; Replicase polyprotein 1ab (Severe acute respiratory syndrome coronavirus), P0C6X7; recombinant SARS-CoV 3CLpro, quenched FRET peptide cleavage; inhibition, % at 6 µM; 290,000 compounds, 0.14% hits; in the data active = inhibition above about 12%
An asterisk follows results filed as active; i = inactive; · = not tested or not shown; & = joins results of further samples. Not all compounds are listed. The share of hits here may be higher or lower than overall.

Keys – A = Mtb UGM inh; B = GDH-TPI counter; C = VHR inh abs; D = MazEF act; E = Rv3671c protease; F = Vc quorum ag; G = SSB-PriA inh; H = FBA Mtb inh; I = BioA inh; J = 3CLpro inhibitor
Cc1ccc2[nH]c(C(=O)O)c(NC(=O)[C@@H]3C[C@@H]3c3ccccc3)c2c1
  A: -2.5; B: -4; C: -10; D: -2; E: -1; F: 2.5; G: -7; H: 9; I: ·; J: 2
Cc1cc(C)n(-c2ccc(C(=O)Nc3cccnc3)cc2)n1
  A: -0.9; B: -5; C: 8; D: 5; E: 7; F: 0.1; G: 0; H: 4; I: 12; J: 1
O=C(Nc1cccc(S(=O)(=O)N2CCCCC2)c1)C1CC1
  A: -3.0; B: -4; C: ·; D: -2; E: 2; F: i; G: -8; H: -3; I: -0.3; J: ·
CCOc1ccc(NC(=O)CN2CCN(CC(=O)Nc3ccc(F)c(F)c3)CC2)cc1
  A: -0.7; B: 1; C: 20; D: 11; E: -6; F: -0.1; G: 0; H: 10; I: 2.5; J: -5
Cc1ccc(S(=O)(=O)N2CCN(C(=O)c3cccs3)CC2)cc1
  A: -0.2; B: -3; C: 30; D: 3; E: -4; F: -0.5; G: -23; H: -1; I: ·; J: -1
COC(=O)c1c[nH]c2c1-c1cc(C(=O)OCc3ccccc3)n(S(=O)(=O)c3ccc(C)cc3)c1C(=O)C2=O
  A: ·; B: 3; C: ·; D: 75*; E: ·; F: -5.6; G: -17; H: -1; I: ·; J: ·
COc1ccc(-n2c(SC(CN3CCCCC3)CN3CCCC3=O)nc3ccccc3c2=O)cc1 (configuration not stated)
  A: 0.2; B: 8; C: 4; D: 8; E: 1; F: -1.3; G: -6; H: 3; I: 7.3; J: 1
COCCNC(=O)CN(C(=O)CCC(=O)Nc1ccccn1)c1ccc(C)c(C)c1
  A: 1.7; B: 5; C: 10; D: 3; E: 9; F: 0.7; G: -10; H: 2; I: -0.2; J: -3
O=C(Cn1cc2c(n1)CCCCC2)NCc1cccs1
  A: 0.7; B: -10; C: 3; D: 7; E: 5; F: i; G: -16; H: -1; I: -0.2; J: 0
CC(Sc1nnc(-c2ccc(OC(F)F)cc2)o1)C(=O)NCC1CCCO1 (configuration not stated)
  A: -4.1; B: -12; C: 28; D: 4; E: -1; F: i; G: -12; H: 0; I: 0.0; J: 0
CC(C)(C)OC(=O)NCCCC[C@H](NC(=O)c1[nH]cnc1C(=O)N[C@@H](Cc1ccccc1)C(=O)OC(C)(C)C)C(=O)OC(C)(C)C
  A: 4.6; B: 5; C: 30; D: 7; E: -33; F: i; G: -8; H: -3; I: -1.4; J: ·
CCN(C(=O)CCNC(=O)Cn1cnc2ccccc2c1=O)c1ccccc1F
  A: 2.4; B: -1; C: 15; D: 7; E: 2; F: -0.2; G: 0; H: 1; I: -1.2; J: 5
CCOc1ccc(S(=O)(=O)NCCC(=O)N(C)Cc2ccc(C)o2)cc1
  A: -0.8; B: -6; C: ·; D: 1; E: 0; F: i; G: 7; H: 2; I: -1.1; J: ·
CCOC(=O)c1sc(=S)n(CC)c1NC(=O)CC
  A: -3.2; B: 22; C: 6; D: 8; E: 5; F: -2.8; G: -11; H: -2; I: 0.1; J: 1
CC1=C(C#N)C(c2ccoc2)C(C(=O)OCc2ccccc2)=C(N)S1 (configuration not stated)
  A: -0.3; B: -2; C: -18; D: -8; E: -5; F: ·; G: -16; H: -3; I: 4.3; J: 7

Whole records as entered above:
`Cc1ccc2[nH]c(C(=O)O)c(NC(=O)[C@@H]3C[C@@H]3c3ccccc3)c2c1` as listed: Mtb UGM inh = -2.5; GDH-TPI counter = -4; VHR inh abs = -10; MazEF act = -2; Rv3671c protease = -1; Vc quorum ag = 2.5; SSB-PriA inh = -7; FBA Mtb inh = 9; BioA inh = ·; 3CLpro inhibitor = 2
`CC1=C(C#N)C(c2ccoc2)C(C(=O)OCc2ccccc2)=C(N)S1` (configuration not stated) as listed: Mtb UGM inh = -0.3; GDH-TPI counter = -2; VHR inh abs = -18; MazEF act = -8; Rv3671c protease = -5; Vc quorum ag = ·; SSB-PriA inh = -16; FBA Mtb inh = -3; BioA inh = 4.3; 3CLpro inhibitor = 7

(cont.)
Keys – A = Mtb UGM inh; B = GDH-TPI counter; C = VHR inh abs; D = MazEF act; E = Rv3671c protease; F = Vc quorum ag; G = SSB-PriA inh; H = FBA Mtb inh; I = BioA inh; J = 3CLpro inhibitor
Cc1ccc(-c2cc(N)n(-c3ccccc3)n2)cc1
  A: 2.4; B: 2; C: -12; D: 2; E: -6; F: i; G: -6; H: 4; I: 2.8; J: 1
O=c1[nH]c2ccc(NC(=S)Nc3ccccc3)cc2[nH]1
  A: 1.7; B: 9; C: 20; D: 3; E: -4; F: -0.2; G: -8; H: 5; I: ·; J: -6
O=C(Nc1ccccc1C(=O)O)c1cc(S(=O)(=O)N2CCCCC2)c(Cl)cc1Cl
  A: 1.3; B: -9; C: 0; D: 4; E: -5; F: -0.5; G: 11; H: -1; I: 6.0; J: 6
COc1ccc(C(=O)c2c[nH]c(C(=O)NCCCn3ccnc3)c2)cc1
  A: -0.6; B: 1; C: 24; D: 4; E: -7; F: -0.3; G: -3; H: 2; I: ·; J: 2
COc1cccc2c1Oc1cc([N+](=O)[O-])cc(N(C)C(C)=O)c1C=C2
  A: 1.0; B: 19; C: 20; D: 4; E: 0; F: 1.4; G: 12; H: 0; I: 3.1; J: 0
CCCCOC(=O)c1ccc(NC(=O)CSc2nncn2C)cc1
  A: -0.4; B: 8; C: -22; D: -2; E: 1; F: i; G: -9; H: 4; I: 0.4; J: 1
Oc1ccc(-c2nccc(-c3cccs3)n2)cc1
  A: 0.7; B: 10; C: 19; D: 7; E: -23; F: -0.3; G: -10; H: -3; I: -0.1; J: 6
Cn1c(=O)c2c(-c3ccccc3)n(-c3ccccc3N)cc2n(C)c1=O
  A: ·; B: -1; C: ·; D: -4; E: ·; F: -0.4; G: ·; H: 10; I: -0.8; J: ·
CCC(O)(c1ccccc1)C(CN1CCOCC1)c1ccccc1 (configuration not stated)
  A: 3.2; B: -4; C: -3; D: 1; E: 4; F: -1.4; G: -3; H: -4; I: 1.3; J: 0
O=C(CSCc1ccc(Cl)cc1)N/N=C/c1c(Cl)cccc1Cl
  A: 3.5; B: -3; C: 1; D: -10; E: -1; F: 0.0; G: ·; H: 0; I: 0.6; J: 1
COc1ccc(N(CC(=O)NCc2ccc(F)cc2)S(=O)(=O)c2c(C)n[nH]c2C)cc1
  A: -1.9; B: 12; C: 15; D: 3; E: 0; F: -0.3; G: -4; H: 1; I: 1.1; J: 6
COc1ccccc1NS(=O)(=O)c1cc(NC(=O)c2ccccc2[N+](=O)[O-])ccc1N1CCOCC1
  A: 0.9; B: 9; C: ·; D: 3; E: -19; F: -4.5; G: -5; H: 1; I: ·; J: ·
O=c1c2ccccc2nc(SCc2cc(F)cc3c2OCOC3)n1Cc1ccco1
  A: 0.0; B: 1; C: 26; D: -14; E: 2; F: 2.5; G: -9; H: 2; I: ·; J: 3
CCOC(=O)N1CCN(S(=O)(=O)c2ccc3c(c2)CC(C)N3C(=O)C2CC2)CC1 (configuration not stated)
  A: 1.2; B: 7; C: 1; D: 0; E: 1; F: i; G: -10; H: -3; I: -1.3; J: -2
CCOC(=O)c1c(NC(=O)CNCCO)sc(C)c1C
  A: 2.0; B: 16; C: 36; D: -11; E: 3; F: -0.4; G: -14; H: 8; I: 0.9; J: 2
O=C1CN(C(=O)COC(=O)c2cccnc2Cl)c2ccccc2N1
  A: -4.6; B: 24; C: 16; D: 1; E: -11; F: -0.3; G: -9; H: 2; I: 2.0; J: 4
O=C1CS/C(=C\[N+](=O)[O-])N1c1ccccc1
  A: 5.4; B: 12; C: 24; D: 6; E: 3; F: -0.2; G: -12; H: -7; I: 1.5; J: 8
CCOC(=O)c1csc(NC(=O)c2ccc3c(c2)OCCO3)n1
  A: -2.6; B: 9; C: 7; D: 4; E: -11; F: -0.4; G: -5; H: 2; I: -0.2; J: 0
O=C(Nc1ccc(S(=O)(=O)N2CCCC2)cc1)c1cc(F)c(F)cc1Cl
  A: -1.5; B: 0; C: 2; D: 7; E: -4; F: -7.7; G: -3; H: -1; I: -0.8; J: 2
Clc1ccc(CSc2nnc(NC3=NCCCCC3)s2)cc1
  A: 0.5; B: 12; C: 2; D: 1; E: 5; F: -0.1; G: -52; H: 2; I: -1.0; J: 0
Cc1cc(C(=O)OCC(=O)N2CC(C)OC(C)C2)c2ccccc2n1 (configuration not stated)
  A: -0.5; B: 4; C: ·; D: 4; E: 0; F: i; G: -3; H: 1; I: 0.4; J: ·
O=C(O)C1CCCN(S(=O)(=O)c2ccccc2)C1 (configuration not stated)
  A: 0.1; B: 2; C: 4; D: 7; E: -3; F: i; G: -9&-20; H: 6; I: ·; J: 4
COc1ccccc1NC(=O)N1CCN(c2ccccn2)CC1
  A: -0.2; B: 4; C: 25; D: 3; E: 2; F: ·; G: 1; H: 3; I: 2.1; J: 3
CC(=O)c1sc(NC(=O)CCN2C(=O)c3ccccc3C2=O)nc1C
  A: -1.0; B: 3; C: 10; D: 3; E: 0; F: -0.8; G: -5; H: 0; I: -0.5; J: -2
CCOc1cc(-c2n[nH]c(=S)n2Cc2ccccc2)ccc1OC(F)F
  A: -1.3; B: -2; C: ·; D: -5; E: -8; F: -1.2; G: -15; H: 8; I: 8.8; J: ·
CSc1nnc2c3cc(F)ccc3n(Cc3ccccc3)c2n1
  A: 0.3; B: 17; C: 22; D: -25; E: 1; F: -0.4; G: -1; H: -1; I: 0.4; J: ·
CN(C(=O)c1ccc(S(=O)(=O)N(C)C)cc1)c1ccc2ccccc2c1
  A: -0.2; B: -6; C: 14; D: 7; E: 5; F: -0.5; G: 1; H: 3; I: 4.9; J: 3
Cc1cc(C)nc(SCC(=O)NC2CCCCC2C)n1 (configuration not stated)
  A: 2.4; B: 8; C: ·; D: 8; E: -3; F: i; G: -1; H: 2; I: ·; J: ·
COc1ccc(C2CC3CC(c4ccccc4)N2O3)cc1 (configuration not stated)
  A: -0.5; B: 0; C: -6; D: 5; E: 1; F: -0.1; G: -7; H: -1; I: 1.0; J: -1
COc1cccc(C(=O)NC(C)C(c2cccs2)N2CCOCC2)c1 (configuration not stated)
  A: 1.2; B: -5; C: 53*; D: 4; E: -4; F: -0.6; G: -5; H: -1; I: 1.5; J: -7

Single entries from the results shown.
`COc1ccccc1NC(=O)N1CCN(c2ccccn2)CC1` in GDH-TPI counter is entered as 4
`O=C1CN(C(=O)COC(=O)c2cccnc2Cl)c2ccccc2N1` in BioA inh is entered as 2.0
`Clc1ccc(CSc2nnc(NC3=NCCCCC3)s2)cc1` in Mtb UGM inh is entered as 0.5
